Screening results (PubChem)
West Nile antiviral: West Nile virus antiviral activity, cell-based, CPE readout (AID 1621); 290,000 tested, 0.02% active; West Nile virus-infected cells, CPE inhibition; higher % means a stronger effect; one-dose CPE inhibition, % at 10 µM; IC50 in µM for titrated hits; in the data active means a potency from the dose series; inconclusive means CPE inhibition mostly from about 3.7% at the one dose, without a potency; inactive means the rest, 99 in 100 with CPE inhibition below about 2.2%; further: strong numbers were not always called active
GPR35 antagonists: GPR35 antagonists blocking zaprinast-driven arrestin recruitment, primary screen, imaging, U2OS, beta-arrestin-GFP, zaprinast agonist (AID 2058); 290,000 tested, 0.052% active; U2OS GPR35 beta-arrestin-GFP translocation imaging, zaprinast antagonism; higher % means a stronger effect; inhibition, % at 10 µM; hits with a dose series show IC50 in µM;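 active means inhibition of at least 50% with at least 30 cells and total cytoplasm GFP at most 10,000,000; inconclusive means under 30 cells or total GFP of 10,000,000 plus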
Salmonella PhoP GFP: PhoP-dependent GFP reporter repression – Salmonella Typhimurium, primary screen (AID 1863); S. Typhimurium PhoP-regulated promoter GFP reporter, 4 h; higher % means a stronger effect; inhibition, % at 50 µM, or IC50 in µM where a hit was titrated; 300,000 tested, 0.16% active;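 active means inhibition over 29.93%, a cutoff 3 SD above the screen mean, later confirmed by dose response; inconclusive means inhibition over 29.93% but no dose response follow-up; inactive means inhibition at most 29.93% or unconfirmed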;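 further: 0% = low Mg2+ inducing control and 100% = high Mg2+ repressing control; strong numbers were not always called active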
CSM14.1 death rescue: protection against thapsigargin-triggered cell killing – 384-well, CSM14.1, ATP luminescence, primary screen (AID 1222). 190,000 tested, under 10 active. CSM14.1 thapsigargin-induced death rescue, ATP luminescence; higher % means a stronger effect. one-dose cellular ATP content (survival), % at 20 µM; EC50 in µM for titrated hits;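 active means EC50 below 50 µM in the dose-response confirmation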;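 further: death triggered by thapsigargin at about 15 µM added after 2 h compound pretreatment; cell ATP read after overnight thapsigargin exposure of roughly 18 to 22 hours; normalized against plate controls of thapsigargin alone and 5% DMSO vehicle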
NS5 inhibitors: Dengue-2 NS5 methyltransferase inhibitors, primary screen, biochemical, confirmation dose response (AID 588689); Dengue-2 NS5 methyltransferase capping enzyme assay, biochemical; higher % means a stronger effect; inhibition, % at 25 µM, or IC50 in µM where a hit was titrated; 340,000 tested, 0.3% active; in the data active means a potency from the dose series; inconclusive means inhibition above about 29% without an active follow-up result
SV40 large T antigen: TAg ATPase/helicase activity blockers – biochemical (AID 1903) | SV40 large T antigen ATPase/helicase inhibition assay; higher % means a stronger effect | one-dose inhibition, % at 20 µM; IC50 in µM for titrated hits | 310,000 tested, 0.39% active; in the data active means a potency from the dose series; inconclusive means inhibition mostly from about 32% at the one dose, without a potency; inactive means the rest, 99 in 100 with inhibition below about 32%; further: strong numbers were not always called active
LYP inhibition: PTPN22 lymphoid phosphatase activity blockers – biochemical, fluorescence intensity, uHTS (AID 1779); recombinant LYP phosphatase, fluorescence intensity; higher % means a stronger effect; inhibition, % at 11.5 µM, or IC50 in µM where a hit was titrated; 290,000 tested, 0.054% active; in the data active means inhibition above about 50%;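 further: plate controls were vehicle with enzyme for no effect and no enzyme for full effect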
RSV CPE inhibition: RSV antiviral activity via CPE protection, HEp-2 cells, primary 10 µM value included (AID 2391); 310,000 tested, 0.13% active; HEp-2 cells, RSV-induced CPE inhibition; higher % means a stronger effect; CPE inhibition, % at 10 µM; hits with a dose series show IC50 in µM; in the data active means a potency from the dose series; inconclusive means CPE inhibition mostly from about 23% at the one dose, without a potency; inactive means the rest, 99 in 100 with CPE inhibition below about 21%; further: strong numbers were not always called active
Rac1 GTP hydrolysis: MgcRacGAP GTPase-activating activity inhibitors, confirmation, biochemical, ADP Hunter fluorescence. MgcRacGAP-stimulated Rac1 GTP hydrolysis, ADP Hunter fluorescence; higher % means a stronger effect; GST-tagged Rac1 F28L mutant substrate. inhibition, % at 30 µM, or IC50 in µM where a hit was titrated. 340,000 tested, 0.6% active;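 active means first-screen hits whose inhibition reached a set limit at any dose in the follow-up dose series; inconclusive means inhibition above the set first-screen limit but never retested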;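 further: fluorescence reports GDP produced by GAP-driven GTP hydrolysis; strong numbers were not always called active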
NS5 inhibitors pilot replicate: further read-out of NS5 inhibitors, marked with its call; inhibition, %; measured here: pilot screen replicate inhibition
An asterisk follows results filed as active; u = inconclusive; x = no result given; & = joins results of further samples.

Sample of the layout, three compounds:
SMILES	West Nile antiviral	GPR35 antagonists	Salmonella PhoP GFP	CSM14.1 death rescue	NS5 inhibitors	SV40 large T antigen	LYP inhibition	RSV CPE inhibition	Rac1 GTP hydrolysis	others
O=C(O)/C=C/C(=O)N1CCN(c2cccc(Cl)c2)CC1	-0.8%	5%	1%	-1.8%	-12%	8%	-10%	-1.1%	-24%
CN1CCc2cc(Cl)c(O)cc2[C@@H](c2ccccc2)C1	-0.2%	-21%	-4%&-6%	-1.9%	5%	23%&5%	3%	-2.5%	4%
CCOc1c(Cl)cc(CNc2ccc(S(N)(=O)=O)cc2)cc1OC	-1.8%	11%	8%	-0.5%	-1%	2%	-2%	6.6%	5%

The listing, repeating the preview:
SMILES	West Nile antiviral	GPR35 antagonists	Salmonella PhoP GFP	CSM14.1 death rescue	NS5 inhibitors	SV40 large T antigen	LYP inhibition	RSV CPE inhibition	Rac1 GTP hydrolysis	others
O=C(O)/C=C/C(=O)N1CCN(c2cccc(Cl)c2)CC1	-0.8%	5%	1%	-1.8%	-12%	8%	-10%	-1.1%	-24%
CN1CCc2cc(Cl)c(O)cc2[C@@H](c2ccccc2)C1	-0.2%	-21%	-4%&-6%	-1.9%	5%	23%&5%	3%	-2.5%	4%
CCOc1c(Cl)cc(CNc2ccc(S(N)(=O)=O)cc2)cc1OC	-1.8%	11%	8%	-0.5%	-1%	2%	-2%	6.6%	5%
c1ccc(-c2nc(NCc3cccnc3)c3oc4ccccc4c3n2)cc1	1.1%	-7%	26%	0.2%	-2%	12%	5%	69%	6%
Cc1ccc(CCNC(=O)Cn2ccc3cc(S(=O)(=O)N4CCCC4)ccc32)cc1	-0.1%	-19%	-7%	x	-5%	12%	-12%	2.8%	10%
COc1ccc(C(=O)Nc2ccc(Cl)cc2C(=O)N2CCOCC2)cc1	-0.7%	9%	8%	x	-8%	4%	-6%	0.6%	10%
COc1cc(/C=C2\SC(=O)NC2=O)ccc1OCc1ccc(Cl)nc1	-0.1%	-22%	-7%	x	3%	1%	0%	15%	10%
Cc1csc(NC(=O)CSc2nnc(-c3cccnc3)o2)n1	0.2%	-8%	2%	x	-1%	2%	-7%	0.0%	6%
Cc1cccc(Nc2nc(-c3ccccn3)cs2)n1	1.2%	-1%	28%	2.8%	-3%	10%	-4%	9.8%	11%
Cc1ccc(-c2nc(N3CCOCC3)sc2C(=O)N2CCCCC2)cc1	x	9%	20%	-1.5%	-9%	-6%	-7%	0.3%	6%
COc1ccc(NS(=O)(=O)c2cc3c4c(c2)C(C)C(=O)N4CCC3)cc1 (stereo not drawn)	-0.1%	-8%	-5%	x	-6%	7%	-10%	3.3%	18%
COc1ccc(C(=O)C2CCN(C(=S)NCC3CCCO3)CC2)cc1 (stereo not drawn)	-1.6%	-3%	2%	-1.5%	-9%	-2%	-7%	5.4%	7%
COc1ccc(C(CNC(=O)c2ccc(NS(=O)(=O)c3ccc(F)cc3)cc2)N2CCOCC2)cc1 (stereo not drawn)	-0.5%	-1%	-3%	x	1%	15%	-7%	0.6%	5%
CN(C)C(=S)N=Nc1[nH]c2ccccc2c1O	-0.1%	0%	-8%	13%	x	15%	-4%	-1.3%	x
CCCOc1c(OC)cccc1C1CC(=O)Nc2cc3c(cc21)OCO3 (stereo not drawn)	-0.2%	8%	-6%	-0.5%	5%	11%	3%	-0.1%	9%
NC(N)=N/N=C/c1ccc(OCc2ccc(Cl)cc2Cl)cc1	-1.6%	13%	-1%	0.0%	-1%	9%	-3%	-3.5%	8%
Cc1csc(SCc2ccc(C(=O)O)cc2)n1	0.8%	4%	1%	-0.5%	-3%	10%	-4%	1.8%	5%	NS5 inhibitors pilot replicate=-6.4
O=C(Nc1ccccc1C(=O)N1CCCCCC1)c1ccc(F)cc1	-0.1%	-2%	-4%	x	-5%	15%	3%	2.0%	6%
COc1ccc(CNc2ccc(C)c(C)c2)cc1	1.2%	8%	4%	0.2%	-4%	6%	-7%	1.4%	5%
CC(=O)n1c2ccccc2c2ccccc21	0.1%	13%	4%	0.3%	-3%	-1%	-5%	3.3%	7%
CC(=O)c1ccccc1OCC(O)CN1CCN(c2ccccn2)CC1 (stereo not drawn)	0.4%	14%	-8%	x	-6%	2%	-3%	-0.8%	x
Cc1c(Cl)cccc1NC(=S)Nn1cnnc1	-0.1%	8%	-3%	-0.5%	-7%	23%	1%	-0.1%	-1%
O=C(CN(Cc1ccccc1)S(=O)(=O)c1ccc2c(c1)OCCO2)N/N=C/c1cccc(Br)c1	2.5%	-6%	-18%	-1.6%	-9%	11%	10%	u	11%
O=C(c1cc2n(n1)C(C(F)(F)F)CC(c1ccc(Cl)cc1)N2)N1CCCC1 (stereo not drawn)	-0.7%	-3%	0%	x	-3%	4%	1%	0.2%	6%
COc1cccc(C(=O)C2CCCN(Cc3c(C)n(C)n(-c4ccccc4)c3=O)C2)c1 (stereo not drawn)	-0.3%	-8%	-5%	x	-3%	10%	-11%	-0.6%	13%
O=C(CCCN1C(=O)/C(=C/c2ccccc2Cl)SC1=S)Nc1cccnc1	3.2%	12%	1%	x	-8%	14%	-5%	2.0%	9%
Cc1ccc(-n2c(C)cc(/C=C3/C(=N)N4C(c5ccccc5)=CSC4=NC3=O)c2C)cc1	-0.5%	9%	-7%	5.3%	3%	13%	4%	3.2%	9%
Cc1ccc(O)c(C(=O)CC(=O)c2ccccc2Cl)c1	-2.2%	7%	4%	0.7%	-2%	10%	-6%	-0.1%	8%
CCn1c(O)c2ccc(C(=O)N=NC(=O)c3ccccc3)cc2c1O	0.7%	-10%	-3%	x	-11%	1%	1%	1.4%	7%
Cc1ccc(C(=O)N2CCN(c3ccccn3)CC2)cc1C	-1.5%	-1%	10%	x	5%	7%	-9%	-1.1%	9%
Cc1nc2ccc(-c3nc4ccccc4o3)cc2[nH]1	1.2%	12%	-2%	-3.3%	-3%	0%	-8%	3.4%	5%
N#CCOC(=O)[C@H](Cc1c[nH]c2ccccc12)NS(=O)(=O)c1ccc(Cl)cc1	0.1%	6%	-4%	x	-4%	4%	-7%	5.2%	5%
COc1ccccc1C(=O)NCCC(=O)N(C)CC(=O)Nc1ccccc1Br	x	x	3%	x	-7%	9%	x	-0.7%	10%
COc1ccc(C2C(C(C)=O)=C(O)C(=O)N2C)c(OC)c1 (stereo not drawn)	0.4%	-1%	-6%	4.0%	0%	9%	-6%	0.5%	5%
O=C(Cc1ccc([N+](=O)[O-])cc1)N1CCN(c2ccc([N+](=O)[O-])cc2)CC1	-1.7%	-3%	10%	x	-7%	7%	-6%	6.5%	7%
O=C(O)c1ccccc1N/N=C/c1cc(Br)cc(Br)c1O	1.4%	4%	-10%	x	23%	24%	11%	11%	2%
COc1cccc(/C=N/n2c(-c3n[nH]c4c3CCC4)n[nH]c2=S)c1OC	-0.2%	11%	3%	x	-1%	26%	-2%	x	10%
CC(Cc1ccsc1)NC(=O)CCc1nnc(CCc2ccccc2)o1 (stereo not drawn)	-0.2%	-2%	-9%	-0.4%	-9%	6%	-4%	1.4%	10%
CC(C)CC(=O)Nc1ccc(OCC(=O)O)cc1	0.6%	4%	3%	-1.5%	-11%	0%	-3%	1.2%	4%
O=C(c1ccccc1)c1cccc(NC(=O)C2CC2)c1	-0.1%	-19%	-2%	-1.8%	-5%	6%	-9%	2.8%	0%
CCOC(=O)C1=C(CN2CCSCC2)NC(=O)NC1c1cccc([N+](=O)[O-])c1 (stereo not drawn)	-0.7%	14%	-5%	0.3%	-6%	5%	-5%	2.3%	8%
O=[N+]([O-])c1ccccc1/C=N/n1c(C(F)(F)F)n[nH]c1=S	0.1%	0%	2%	0.3%	1%	29%	-1%	0.6%	16%
CCOC(=O)c1ccccc1NC(=O)c1ccccc1NS(C)(=O)=O	-0.3%	6%	-5%	-2.4%	-9%	15%	2%	1.8%	11%
CCCCC(=O)NC(=S)Nc1cc(C(=O)O)ccc1OC	-0.4%	-14%	-1%	0.0%	-4%	1%	-7%	1.4%	0%
CCOC(=O)N1CCC(NC(=O)CS(=O)Cc2nc(-c3ccc(Cl)cc3)oc2C)CC1 (stereo not drawn)	-0.9%	17%	-11%	x	-11%	17%	-4%	18%	12%
Nc1ccc(Oc2cccc(Oc3ccc(N)cc3)c2)cc1	-0.2%	-12%	-4%	-0.4%	-4%	u	-5%	8.4%	11%
COc1ccc(CNc2nc(C)c([N+](=O)[O-])c(C)c2C#N)cc1	0.1%	-12%	7%	-1.5%	-7%	4%	0%	3.5%	5%
CN(C)CC(=O)N1c2ccccc2CCc2ccc(NC(=O)c3ccc(N)cc3)cc21	0.1%	26%	18%	-2.3%	-3%	1%	-3%	-0.7%	9%
CC(C)N1CCc2c(sc(NC(=O)C3CCCCC3)c2C(N)=O)C1	u	1%	x	x	1%	3%	-11%	-0.1%	6%
COc1cccc(CN2CCNC(=O)C2CC(=O)N(Cc2cnn(C)c2)C(C)C)c1 (stereo not drawn)	0.4%	-2%	x	-0.2%	1%	x	-11%	2.6%	1%
CCOc1cc(C(=O)N/N=C(\C)Cc2ccc(OC)cc2)cc(OCC)c1OCC	-0.1%	-18%	-15%	-2.0%	-1%	2%	2%	3.7%	6%
O=C(CNc1cccc(F)c1)N1CCc2ccccc2C1	-0.7%	12%	5%	x	-1%	2%	-10%	2.3%	5%
Cc1nc2ccccc2c(=O)n1-c1ccc(NS(=O)(=O)c2cc(F)ccc2F)cc1	x	x	7%	x	-7%	4%	x	3.7%	3%
O=C(O)c1ccccc1NS(=O)(=O)c1ccc2ccccc2c1	0.1%	19%	-6%	x	-2%	-1%	-1%	1.2%	3%
COC(=O)c1[nH]c2cc(OC)ccc2c1NC(=O)CN1CCN(c2cccc(C)c2)C(C)C1 (stereo not drawn)	-0.4%	-10%	11%	-0.2%	-6%	11%	7%	11%	3%
CCNC(=O)NC(=O)C(C)Sc1nc2ccccc2c(=O)n1-c1cccnc1 (stereo not drawn)	0.7%	-5%	-6%	x	-8%	14%	1%	2.4%	4%
Cc1ccc(C)c(N2CCN(S(=O)(=O)c3ccc4c(c3)C(C)(C)C(=O)N4C)CC2)c1	-0.7%	7%	x	x	1%	x	2%	18%	10%
CCc1c(C)nc2ncnn2c1Nc1ccc(C#N)c(Cl)c1	-0.5%	-5%	-10%	-2.0%	-15%	-2%	-8%	-0.5%	-6%
CCNc1c(NC(=O)COc2ccc(Cl)cc2)c(=O)oc2ccccc12	-0.6%	2%	-6%	x	1%	7%	-11%	1.3%	8%
